C8 TRAIL sens: viability loss with TRAIL in NB7+C8 cells, primary screen, TRAIL sensitizer project, cell-based, ATPlite luminescence. inhibition (viability loss, TRAIL sensitization), % at 10 µM. actives 1% (n = 360,000). AID 624354, 2012;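 active = compounds causing at least 50% loss of cell viability in the single-dose screen, relative to plate controls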
SRC1 inh: SRC1 coactivator transcriptional activity inhibitors, primary screen, cell-based, luminescence | actives 0.12% (n = 360,000) | Nuclear receptor coactivator 1 (Homo sapiens), Q15788 | HEK293 GAL4-SRC1 luciferase reporter | inhibition, % at 3.6 µM;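 active = inhibition above the campaign mean plus 3 SD, with each screening campaign given its own cutoff, cut at about 60% in these data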;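 note: 0% = DMSO treated cells and 100% = gossypol at 36 µM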
TWEAK Fn14 block: inhibitors of TWEAK-Fn14 signaling, primary screen, luciferase reporter cells, uHTS. TWEAK-stimulated Fn14 reporter cells, luciferase luminescence, 8 h. inhibition, % at 10 µM. actives 2% (n = 360,000); in the data active = inhibition above about 50%
COUP-TFII inh: NR2F2 transcriptional activity inhibitors, primary screen, cell-based, luciferase reporter, HEK293T, luminescence; HEK293T NGFI-A luciferase reporter; inhibition, % at 8.6 µM; actives 0.7% (n = 370,000); AID 686940, 2013;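 active = inhibition above a per-plate cutoff, mean inhibition of test wells between control levels plus 3 SD, cut at about 38% in these data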;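 note: cells cotransfected with COUP-TFII expression vector driving the NGFI-A reporter; 0% = median of COUP-TF2 test wells and 100% = reporter-only cells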
TROY NFkB inh: inhibitors of TROY-driven NF-kB signaling, primary screen, Q293 LMP1-TROYcd cells, NF-kB luciferase, uHTS | Q293 LMP1-TROYcd NF-kB luciferase reporter, 4 h | inhibition, % at 10 µM | actives 0.98% (n = 360,000) | AID 1347056, 2019;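 active = compounds whose plate-normalised and pattern-corrected inhibition of the luciferase reporter signal at the single screening dose is 50% or more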
NCOA3 inh: SRC3 coactivator transcriptional activity inhibitors, primary screen, cell-based, luminescence. AID 588352, 2011. Nuclear receptor coactivator 3 (Homo sapiens), Q9Y6Q9. inhibition, % at 3.6 µM. actives 0.17% (n = 360,000). HEK293 GAL4-SRC3 luciferase reporter;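 active = inhibition above a per-campaign cutoff, the mean of all compounds plus 3 SD, cut at about 60% in these data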;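 note: 0% = DMSO-treated cells and 100% = gossypol-treated cells at 36 µM; higher means less SRC3-driven luciferase light from the GAL4 reporter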
EBV LMP1 NFkB: EBV LMP1-driven NF-kappaB luciferase reporter inhibitors, primary screen, cell-based, luminescence, single point; inhibition, % at 12.5 µM; LMP1-induced NF-kappaB luciferase reporter cells; actives 0.69% (n = 350,000); in the data active = inhibition above about 41%;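 note: 0% = neutral control wells and 100% = reference inhibitor control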
LRH-1 inv ag: LRH-1 (NR5A2) inverse agonists, primary screen, cell-based, luminescence, HEK293T, StAR-luciferase reporter; actives 0.13% (n = 360,000); LRH-1 transfected, 24 h; inhibition, % at 3.6 µM;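 active = inhibition above the mean inhibition of all tested compounds plus 3 SD, cut at about 73% in these data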;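 note: 0% = DMSO wells and 100% = reporter-only cells lacking LRH-1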
NOD2-RIPK2 inh: NOD2-RIPK2 binding disruptors in cells, primary screen, fluorescence, CHO cells, BLA complementation. inhibition, % at 4.98 µM. Receptor-interacting serine/threonine-protein kinase 2 (Homo sapiens), O43353. CCF4 ratio. actives 0.38% (n = 360,000); in the data active = inhibition above about 21%;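 note: 0% = vehicle only and 100% = reference blocker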
SRC2 inh: inhibition of GAL4-SRC2 driven luciferase reporter, primary screen, SRC2 inhibitor project, cell-based, luminescence | Nuclear receptor coactivator 2 (Homo sapiens), Q15596 | HEK293 GAL4-SRC2 luciferase reporter | inhibition, % at 9 µM | actives 0.17% (n = 370,000);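 active = inhibition above the mean inhibition of all tested compounds plus 3 SD, set per campaign, cut at about 52% in these data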;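 note: 0% = DMSO treated cells and 100% = cells given Gossypol at 36 µM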
Target sequence (Q15596 whole entry, looked up, the tested form may be a part): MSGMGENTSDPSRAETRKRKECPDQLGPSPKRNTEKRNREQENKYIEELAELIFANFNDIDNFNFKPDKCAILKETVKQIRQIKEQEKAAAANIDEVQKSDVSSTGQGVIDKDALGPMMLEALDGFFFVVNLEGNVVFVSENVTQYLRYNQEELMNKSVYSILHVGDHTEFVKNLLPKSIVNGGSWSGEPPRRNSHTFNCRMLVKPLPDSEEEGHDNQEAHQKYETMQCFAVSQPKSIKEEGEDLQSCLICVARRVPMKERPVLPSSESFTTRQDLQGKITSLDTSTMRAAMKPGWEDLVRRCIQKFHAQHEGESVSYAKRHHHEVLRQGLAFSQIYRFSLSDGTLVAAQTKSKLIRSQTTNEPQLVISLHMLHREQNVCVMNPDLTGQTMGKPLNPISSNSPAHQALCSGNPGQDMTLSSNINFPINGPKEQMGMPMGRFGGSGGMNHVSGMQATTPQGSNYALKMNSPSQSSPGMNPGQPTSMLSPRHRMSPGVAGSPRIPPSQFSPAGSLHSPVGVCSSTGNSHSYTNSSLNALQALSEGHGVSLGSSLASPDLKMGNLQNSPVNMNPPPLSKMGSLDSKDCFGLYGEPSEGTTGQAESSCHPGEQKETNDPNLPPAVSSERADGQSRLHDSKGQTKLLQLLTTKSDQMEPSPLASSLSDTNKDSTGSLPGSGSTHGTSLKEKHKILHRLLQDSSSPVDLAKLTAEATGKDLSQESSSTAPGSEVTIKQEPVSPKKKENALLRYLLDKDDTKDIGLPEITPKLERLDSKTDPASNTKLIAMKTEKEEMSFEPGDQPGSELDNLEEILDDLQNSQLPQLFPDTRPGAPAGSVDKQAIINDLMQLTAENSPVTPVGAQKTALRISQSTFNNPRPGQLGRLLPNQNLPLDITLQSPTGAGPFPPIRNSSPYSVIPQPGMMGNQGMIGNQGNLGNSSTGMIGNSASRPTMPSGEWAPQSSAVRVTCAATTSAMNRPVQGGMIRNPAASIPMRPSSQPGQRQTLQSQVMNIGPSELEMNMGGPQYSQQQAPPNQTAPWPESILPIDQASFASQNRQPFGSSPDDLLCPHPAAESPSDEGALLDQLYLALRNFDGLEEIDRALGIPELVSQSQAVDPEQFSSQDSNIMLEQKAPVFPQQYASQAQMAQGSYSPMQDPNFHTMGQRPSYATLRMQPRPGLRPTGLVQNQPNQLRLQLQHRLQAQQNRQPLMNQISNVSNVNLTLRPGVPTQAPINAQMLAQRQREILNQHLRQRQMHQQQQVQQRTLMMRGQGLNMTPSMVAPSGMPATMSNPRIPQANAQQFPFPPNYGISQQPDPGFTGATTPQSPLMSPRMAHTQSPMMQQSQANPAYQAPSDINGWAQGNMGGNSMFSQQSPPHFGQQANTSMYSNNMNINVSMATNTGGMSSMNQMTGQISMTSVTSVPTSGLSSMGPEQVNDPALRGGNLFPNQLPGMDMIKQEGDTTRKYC
TLR9-MyD88 inh: inhibitors of TLR9-MyD88 association in cells, primary screen, cell-based, CHO, BLA complementation, fluorescence. Toll-like receptor 9 (Homo sapiens) + Myeloid differentiation primary response protein …. CCF4 FRET ratio. inhibition, % at 4.98 µM. actives 0.21% (n = 340,000);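 active = inhibition above the mean over all tested compounds plus 3 SD, cut at about 21% in these data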;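 note: 0% = DMSO only wells and 100% = clavulanate BLA inhibitor control wells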
The depositor's hits bear a star; · = no result given; & = joins results of further samples. Not all compounds are listed; rates above refer to the full screens.

SMILES	C8 TRAIL sens	SRC1 inh	TWEAK Fn14 block	COUP-TFII inh	TROY NFkB inh	NCOA3 inh	EBV LMP1 NFkB	LRH-1 inv ag	NOD2-RIPK2 inh	SRC2 inh	TLR9-MyD88 inh
O=C(COC(=O)c1ccc2c(c1)OCCO2)Nc1ccccc1C(F)(F)F	-13	7	12	4	-5	10	-4	0	-5	-16	-14
Cn1c(N)c(C(=O)COC(=O)CCc2c[nH]c3ccccc23)c(=O)n(C)c1=O	-15	-2	-17	-9	-14	9	-6	10	11	4	-1
CC1CN(S(=O)(=O)c2ccc(C(=O)Nc3ccc(S(=O)(=O)Nc4ncccn4)cc3)cc2)CC(C)O1 (stereo not drawn)	3	4	-9	2	-7	2	1	-34	-8	13	4
CCN(CC1CCCO1)C(=O)c1cc(COc2ccc(F)cc2F)on1 (stereo not drawn)	-6	-20	-12	-5	-12	7	4	-9	-7	-3	1
CCN(CC(=O)Nc1ccccc1C(F)(F)F)C(=O)C1=COCCO1	-22	3	5	13	7	-12	-3	-6	9	1	1
Cc1ccc(OCCCCCN2CCOCC2)c(Cl)c1	-5	-43	-25	-34	-36	-15	-11	-23	2	-60	0
Cc1ccccc1NC(=O)c1ccccc1O	5	-19	0	-15	-23	-15	-3	-38	13	4	1
Cc1ccc(S(=O)(=O)CCC(=O)Oc2ccc3c(C)cc(=O)oc3c2)cc1	-6	-7	-4	-2	11	7	-7	10	-18	10	-7
NC(=O)C1CCN(C(=O)CSc2nc3c(c(-c4ccccc4)n2)CCCC3)CC1	-12	3	0	6	4	17	6	16	1	12	2
C=CCn1c(SCC(=O)NCC(=O)OCC)nnc1-c1ccccn1	-13	-19	-4	9	6	16	-12	-14	-2	-11	-3
O=C(Nc1ccc[n+](CC(=O)c2cccc3ccccc23)c1)c1ccccc1	9	5	8	-5	10	23	5	17	2	2	0
CCCSc1nc(C)c(C(C)=O)cc1C#N	-15	-2	-17	·	-8	12	-9	10	-2	·	6
Cc1ccc(CN2C(=O)C(CC(C)C)Nc3ncnc(N4CCOCC4)c32)cc1 (stereo not drawn)	-23&-3	-5&3	-2&0	0&13	7&-23	-16&8	1	3&-5	0&-9	9&-6	1
O=C(c1noc2c1CCCC2)N1CCC(CO)(Cc2ccccc2Cl)CC1	-8	0	-21	6	10	-3	15	19	-1	6	5
CN(C)CCNC(=O)/C(=C/c1ccc(-c2cccc([N+](=O)[O-])c2)o1)NC(=O)c1ccccc1	-1	-8	-4	-8	-6	7	10	-12	6	-9	-4
COc1ccc(NC(=O)c2cc(C3CCCCN3S(=O)(=O)c3cn(C)cn3)on2)c(C)c1 (stereo not drawn)	-11	0	2	5	-9	-8	·	3	-10	-42	·
CCCC(=O)NC(=S)Nc1ccccc1C(=O)OC	2	-2	12	12	5	-26	-6	5	-12	-10	0
COc1ccccc1CCNC(=O)C1CCCO1 (stereo not drawn)	-8	-11	9	6	4	-21	-4	2	2	-4	17
Cc1c(/C=N/NC(=O)COc2ccccc2[N+](=O)[O-])c2ccccc2n1C	-3	5	-16	-9	0	-5	-9	9	8	-12	-4
Cc1cc(C)cc(C(=O)NCC(=O)OCC(=O)NCC(F)(F)F)c1	-2	-4	12	-11	-26	-4	17	7	-4	-12	-12
CCOc1ccc(Br)cc1CC(=O)O	9	4	-11	3	-20	18	-4	25	-3	-31	-2
CN(C)c1nccc(N(Cc2ccccc2)Cc2ccccc2)c1C#N	-4	-23	-9	-7	-45	-16	2	-21	-11	-17	0
COc1ccc(CCN2CCCC(CN(C)C(=O)c3ccoc3C)C2)cc1 (stereo not drawn)	-4	3	-10	-16	-43	-9	-1	-36	-3	6	0
Cc1cc(NC(=O)CN2CCCC(C)C2)no1 (stereo not drawn)	-7	-11	-5	1	-9	-1	0	-4	11	1	-1
CN1C2C=CC(=O)C1C1C(=O)N(c3ccccc3)C(=O)C12 (stereo not drawn)	-9	-18	27	-1	24	-10	·	-5	7	0	·
CCOC(=O)CNC(=O)N1c2ccccc2Sc2ccccc21	-3	13	-27	-2	-5	20	-4	8	6	9	0
CCOC(=O)c1sc2nc(C)c3c(c2c1N)CC(C)(C)OC3	-2	7	9	13	-8	2	-3	-6	2	-5	1
Cc1ccc(C(=O)Nc2nnc(-c3ccco3)o2)cc1C	15	-34	4	-29	-46	-31	1	-28	-8	-12	9
CCOC(=O)N1CCC(=NNC(=O)NC2CCCCC2)CC1	-1	-1	-3	-3	-10	16	12	-14	-3	2	-5
COc1cc(C(=O)NNC(=O)COc2ccc(C)cc2)ccc1OCC(=O)N1CCOCC1	2	-6	-1	-1	11	19	2	-9	-3	4	-4
O=C(Cc1ccccc1)N1CCC(C(=O)N2CCN(c3ccc(F)cc3)CC2)CC1	12	-11	15	12	14	1	10	-10	5	-12	-12
S=C(N/N=C/c1cccc2ccccc12)Nc1cccc(Cl)c1	-3	-29	-4	24	-15	2	6	2	-15	-2	-5
Cc1cc(C)cc(NC(=O)N2CCN(C/C=C/c3ccccc3)CC2)c1	6	-7	-19	-6	9	8	1	-14	-7	-21	5
Cc1ccc(NC(=S)N=Nc2c(O)n(C)c3ccc(S(=O)(=O)N4CCOCC4)cc23)cc1C	19	-10	1	-9	10	18	38	-11	-7	-6	-3
CCNc1nc(Cl)nc(NCc2ccccc2)n1	1	-7	-15	3	-9	-46	2	-3	-12	-2	4
Cc1cc(CNC(=O)COc2ccc([N+](=O)[O-])cc2)c2ccccc2n1	-14	-20	11	6	33	-5	9	2	-4	-10	-8
CC(C)C[C@@H]1O[C@H](C(C)C)Cc2[nH][nH]c(=O)c21	-15	·	16	-5	8	·	·	2	-7	-3	·
COc1ccc(C(=O)Nn2c(CC(C)C)nc3cc(Cl)ccc3c2=O)c(OC)c1	2	6	-1	18	16	-11	6	-4	7	12	0
O=C(CN1CCN(C(=O)CNC(=O)c2ccc3c(c2)OCO3)CC1)Nc1ccc(F)cc1	-3	0	-14	11	8	-4	6	16	-1	-8	5
COc1ccc(CCNC(=O)CN(C2CCCCC2)S(C)(=O)=O)cc1OC	-20	-20	5	6	-14	8	1	7	-8	8	0
c1ccc(CSc2nnc(-c3ccccn3)n2-c2ccccc2)cc1	37	-21	7	-8	6	0	-3	-4	-4	11	0
CCOCc1nnc(NC(=O)C2CC(=O)N(C3CCCC3)C2)s1 (stereo not drawn)	-6	13	13	-1	1	-7	-4	-11	0	-2	-14
Cc1cccc(OCC(=O)N/N=C\c2cccn2C)c1C	-5	-20	-8	26	12	15	7	-4	-1	-1	-1
Nc1cccnc1Sc1cc(Cl)cc(Cl)c1	-23	-17	-14	15	-19	7	4	-20	-10	-10	-5
CCOc1cc(NC(=O)c2ccco2)c(OCC)cc1NC(=O)CCc1ccccc1OC	3	6	25	33	6	12	14	-16	-5	5	-17
Cc1ccc(NC(=S)NCC2CCN(C(C)c3ccccc3)C2)cc1 (stereo not drawn)	-10	-16	-2	-14	2	-9	0	-8	2	-8	-4
Cn1c(SCC(=O)NCCN2C(=O)CSC2=O)nc2ccccc2c1=O	15	6	5	-1	2	7	-6	-1	2	-35	-2
COc1ccc(OC)c(NC(=O)COC(=O)CCNc2ccccc2OC)c1	-22	-1	3	-8	5	10	1	10	-10	9	-11
Cc1ccc(C)c(C2C(=O)c3ccccc3C2=O)c1	-7	-1	-9	4	4	-1	-7	-13	-9	-18	-2
Cc1cccc(N(C)S(=O)(=O)c2ccc3c(c2)C(C)(C)C(=O)N3C)c1	-15	-3	88*	3	-13	-10	4	3	-8	10	3
COCCNC(=O)CCc1nnc(C2(c3ccc(Cl)cc3)CCC2)o1	-2	-8	-17	12	-19	16	-6	-7	-3	-17	-13
O=C(COc1cccc(-n2cnnn2)c1)N1CCOCC1	-5	-10	1	-11	14	1	2	-5	2	4	-11
O=C(NC1CCCN(Cc2ccc(Cl)cc2)C1)c1c(F)cccc1F (stereo not drawn)	-13	2	-5	-19	3	-12	-3	5	-8	-2	-12
Cc1noc(C)c1CSc1ccccc1C(=O)N(C)CC(=O)Nc1cccc(F)c1	-13	-11	-14	7	-9	13	-5	-10	-3	-8	0
Cc1ccc(S(=O)(=O)Nc2ccc(Nc3nccn4c(-c5ccccc5Oc5ccccc5)cnc34)cc2)cc1	7	-7	23	9	7	1	·	-18	-2	-8	·
CCCNC(=S)N1CCC(Cc2ccccc2)CC1	20	8	-6	7	-26	11	-1	18	-14	-11	8
O=C(Nc1ccc2c(c1)CCC2)C1CCCO1 (stereo not drawn)	16	-61	-13	-24	-29	-52	-4	-58	-2	-15	7
COc1ccccc1Cc1nc(-c2ccc(Br)o2)no1	6	-35	-22	-21	-36	-24	-10	-52	1	-34	-8
O/N=C/C1=C(Cl)c2ccccc2CC1	-3	5	-4	12	5	5	1	4	3	11	15
O=C(CN1C(=O)S/C(=C\c2ccc(F)cc2)C1=O)Nc1cccc(S(=O)(=O)NCc2ccco2)c1	-11	-9	10	6	9	8	-11	17	-2	6	11

Random excerpt: 2 compounds from above.
SMILES	C8 TRAIL sens	SRC1 inh	TWEAK Fn14 block	COUP-TFII inh	TROY NFkB inh	NCOA3 inh	EBV LMP1 NFkB	LRH-1 inv ag	NOD2-RIPK2 inh	SRC2 inh	TLR9-MyD88 inh
CN(C)CCNC(=O)/C(=C/c1ccc(-c2cccc([N+](=O)[O-])c2)o1)NC(=O)c1ccccc1	-1	-8	-4	-8	-6	7	10	-12	6	-9	-4
C=CCn1c(SCC(=O)NCC(=O)OCC)nnc1-c1ccccn1	-13	-19	-4	9	6	16	-12	-14	-2	-11	-3

Next entries.
SMILES	C8 TRAIL sens	SRC1 inh	TWEAK Fn14 block	COUP-TFII inh	TROY NFkB inh	NCOA3 inh	EBV LMP1 NFkB	LRH-1 inv ag	NOD2-RIPK2 inh	SRC2 inh	TLR9-MyD88 inh
COc1ccc(C(=O)O)cc1NCc1ccc(C)s1	-9	-3	-1	2	-8	-9	18	11	-5	-36	-3
O=C(CSc1ncnc2c1cnn2-c1ccc(F)cc1)NCC1CCCO1 (stereo not drawn)	11	-31	4	7	17	0	20	-20	-8	-6	-16
Cc1ccc2c(c1)N(CCCC(=O)NCc1cccnc1)C(=O)CO2	0	13	7	-5	-10	1	-13	10	-4	-7	16
COc1ccc(/C=C/C(=O)c2ccc(OC)cc2OC)cc1	14	-45	1	3	-31	8	-3	-5	10	-3	-7
CC(=O)Nc1nnc(-c2ccc3c(c2)CCCC3)o1	8	-59	-18	-31	-36	-76	-1	-102	-18	-36	3
COCOc1ccc(/C=C/C(=O)c2c(O)cc(OCOC)cc2OCOC)cc1	-5	12	38	·	-11	0	·	18	-14	·	·
CC(=O)Nc1cccc(-c2ccnc3c2CC(C(=O)NCc2ccc(N4CCN(C)CC4)cc2)O3)c1 (stereo not drawn)	2	-10	11	-6	3	-2	·	4	-14	-23	·

Screening data: PubChem, several laboratories
